Source: PubChem BioAssay
AddAB inh – growth inhibition of E. coli expressing H. pylori AddAB, primary screen, AddAB inhibitor project, absorbance | inhibition, % at 11.9 µM | 330,000 compounds, 0.29% hits | AID 435030, 2010; in the data active = inhibition above about 12%;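 note: 0% = vehicle wells of infected cells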
Rtt109 Vps75 – inhibitors of C. albicans Rtt109/Vps75 HAT, primary screen, biochemical, ThioGlo CoA-SH fluorescence, plate reader. Histone acetyltransferase RTT109 (Candida albicans (strain SC5314 / ATCC MYA-2876)), …. inhibition, % at 34.9 µM. 330,000 compounds, 0.16% hits. purified Rtt109/Vps75, 4 h;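 active = inhibition of at least 50% in every replicate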
Target sequence (Q5AAJ8 whole entry, looked up): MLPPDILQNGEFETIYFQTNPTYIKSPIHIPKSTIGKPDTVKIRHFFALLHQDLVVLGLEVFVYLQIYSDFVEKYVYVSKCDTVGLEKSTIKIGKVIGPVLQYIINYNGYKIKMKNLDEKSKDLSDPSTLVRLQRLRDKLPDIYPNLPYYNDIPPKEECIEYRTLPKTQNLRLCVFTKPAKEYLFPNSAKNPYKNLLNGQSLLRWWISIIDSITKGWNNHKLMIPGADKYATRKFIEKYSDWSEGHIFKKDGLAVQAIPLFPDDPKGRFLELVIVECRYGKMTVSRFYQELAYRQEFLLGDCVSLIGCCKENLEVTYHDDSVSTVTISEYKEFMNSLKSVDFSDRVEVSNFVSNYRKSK
Wnt act – Wnt/beta-catenin pathway activators, primary screen, cell-based, plate reader, single point | Wnt/beta-catenin reporter cell assay, activator | activation, % at 9.35 µM | 300,000 compounds, 1.2% hits | AID 743398, 2014; in the data active = activation above about 30%, passing the limit was not always enough;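 note: 0% = neutral control wells and 100% = positive control wells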
CAL PDZ FP – CAL PDZ peptide-binding inhibitors, primary screen, biochemical, fluorescence polarization, Cer-tagged CAL PDZ, HTS; Golgi-associated PDZ and coiled-coil motif-containing protein (Homo sapiens), Q9HD26; purified CAL PDZ, TMR-peptide fluorescence polarization, 1 h; inhibition, % at 20 µM; 330,000 compounds, 0.02% hits; AID 504414, 2011;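 active = highest replicate inhibition of at least 40%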;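 note: plate controls were DMSO neutral control wells for no effect and unlabeled competitor peptide control wells for full effect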
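Test system: tagged CAL PDZ domain / Buffer or medium: sodium phosphate/NaCl buffer pH 7.4 with TCEP, IgG, Thesit / Reagent: TMR-labelled reporter peptide T*-PRC34 bound in PDZ groove / Compound dosing: single point, 20 µM / Schedule: 1 h incubation at room temperature before polarization reading / Technique: fluorescence polarization (mP) / Benchmarks: unlabelled peptide, DMSO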
phage Ecoli inh – growth loss of phage-infected E. coli, primary screen, RecBCD inhibitor project, absorbance, with phage, HTS; inhibition, % at 11.9 µM; 360,000 compounds, 0.26% hits; AID 651602, 2012; in the data active = inhibition above about 11%
PfHsp90 yeast 2 – growth inhibition of PfHsp90-expressing yeast, primary screen, antimalarial PfHsp90 inhibitor project, S. cerevisiae, BacTiter-Glo luminescence, single point, set 2. BacTiter-Glo ATP, 48 h; yeast lacking PDR1 and PDR3 efflux regulators. AID 504621, 2011. 310,000 compounds, 0.32% hits. inhibition, % at 9.4 µM;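 active = every replicate shows inhibition above about 80%, whatever the replicate mean, limit read from the data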;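 note: 0% = DMSO neutral controls and 100% = 20 µM radicicol positive controls; yeast relying on Plasmodium falciparum Hsp90 in place of its own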
DAGLB inhibitor – DAGLB lipase inhibitors, primary screen, biochemical, fluorescence, HTS | Diacylglycerol lipase-beta (Homo sapiens), Q8NCG7 | HEK293T DAGLB membrane lysate, EnzChek fluorogenic substrate | inhibition, % at 5.17 µM | 340,000 compounds, 0.059% hits | AID 504411, 2011; in the data active = inhibition above about 34%;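 note: 0% = enzyme with vehicle and 100% = wells lacking enzyme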
Target sequence (Q8NCG7 whole entry, looked up): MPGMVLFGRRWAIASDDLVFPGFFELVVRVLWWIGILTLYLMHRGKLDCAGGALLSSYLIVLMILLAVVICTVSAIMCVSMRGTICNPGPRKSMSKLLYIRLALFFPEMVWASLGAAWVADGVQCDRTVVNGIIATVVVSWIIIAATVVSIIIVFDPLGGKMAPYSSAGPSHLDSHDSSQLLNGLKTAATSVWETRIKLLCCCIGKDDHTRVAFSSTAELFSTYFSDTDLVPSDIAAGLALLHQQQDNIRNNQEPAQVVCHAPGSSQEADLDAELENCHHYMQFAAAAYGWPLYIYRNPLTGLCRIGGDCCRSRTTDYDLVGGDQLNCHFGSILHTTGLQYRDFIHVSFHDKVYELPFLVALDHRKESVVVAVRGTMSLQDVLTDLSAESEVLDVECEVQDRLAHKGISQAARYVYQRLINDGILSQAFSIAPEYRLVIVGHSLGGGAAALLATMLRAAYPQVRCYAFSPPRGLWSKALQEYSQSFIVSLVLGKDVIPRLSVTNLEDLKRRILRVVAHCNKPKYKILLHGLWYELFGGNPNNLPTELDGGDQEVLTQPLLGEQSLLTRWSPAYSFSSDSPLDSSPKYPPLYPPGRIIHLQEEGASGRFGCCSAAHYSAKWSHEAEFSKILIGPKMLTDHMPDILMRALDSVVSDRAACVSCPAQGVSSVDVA
Ecoli viability – E. coli V3065 growth inhibition, primary screen, counter-screen for AddAB inhibitor project, absorbance, OD600; 18 h; inhibition, % at 11.9 µM; 330,000 compounds, 0.27% hits;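 active = inhibition above the campaign's mean inhibition across all tested compounds plus 3 SD, cut at about 9.9% in these data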;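 note: uninfected addAB+ strain grown without phage in ampicillin broth; 0% = DMSO wells and 100% = ciprofloxacin 0.95 µg/ml wells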
Tat transport – E. coli Tat export inhibitors, primary screen, MC4100, TorA-mCherry reporter, fluorescence, single point; inhibition, % at 10 µM; 340,000 compounds, 0.036% hits;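 active = mean replicate inhibition at least 50% and at least half of replicates individually reaching 50%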;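 note: exported cargo escapes ClpAP degradation while cytoplasmic cargo is degraded and loses fluorescence; 0% = median of neutral control wells and 100% = median of NaSCN control wells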
PvdQ acylase – P. aeruginosa PvdQ acylase inhibitors, primary screen, biochemical, fluorescence, plate reader and imaging, single point; purified PvdQ acylase; inhibition, % at 10 µM; PvdQ acylase [Pseudomonas aeruginosa LESB58]; 340,000 compounds, 0.063% hits; in the data active = inhibition above about 30%, passing the limit was not always enough;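 note: 0% = vehicle neutral wells and 100% = reference inhibitor wells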
Numbers without * were called inactive; / = not tested or not shown. Compounds as they come; overall some 1.9% were active at least once.

SMILES	AddAB inh	Rtt109 Vps75	Wnt act	CAL PDZ FP	phage Ecoli inh	PfHsp90 yeast 2	DAGLB inhibitor	Ecoli viability	Tat transport	PvdQ acylase
CSc1nc(N)nc2c1ncn2CC(=O)NCc1ccc2[nH]ccc2c1	1.0	-11	-1	-0.5	3.7	2	-1	-0.7	-2	-15
O=C(Nc1cccc(-c2ccc(F)cc2)c1)C1CCCN(C(=O)c2cscn2)C1 (stereo unspecified)	1.9	2	-3	-1.0	1.6	24	2	-0.8	6	-7
O=C(c1c[nH]c2ccccc12)N1CCOCC1	2.0	-6	1	-1.2	1.1	-8	0	-2.1	1	-6
Cc1cccc(OCC(=O)NC(=S)Nc2ccccc2N2CCOCC2)c1C	-2.5	-16	1	0.1	1.6	-8	-1	0.7	13	-4
O=C(NC1(C(F)(F)F)C(=O)Nc2c1c(=O)[nH]c(=O)n2-c1ccccc1)c1cccnc1 (stereo unspecified)	-0.2	4	-5	-1.1	2.3	/	0	1.1	-6	6
Cc1cc2oc(C(=O)NC3CCS(=O)(=O)C3)c(C)c2cc1C (stereo unspecified)	3.4	2	-2	-0.4	0.7	-52	-2	0.7	6	-7
Cc1ccc(Nc2nc(COC(=O)COc3ccc(C=O)cc3)cs2)cc1	0.1	-7	27	-0.5	2.6	/	2	-0.3	11	-3
CCN1CCN(C(=S)c2ccc(Cl)cc2)CC1	1.5	-17	-1	-0.4	2.0	9	2	-1.7	-4	-7
CCCCNC(=O)Nc1nnc(-c2ccc(Cl)cc2)o1	-5.2	-4	/	0.0	3.0	-20	2	-2.9	-16	-3
CCN(CC)S(=O)(=O)c1ccc2c(c1)N(CC(=O)NCCN1CCOCC1)C(=O)CO2	0.9	0	-2	-1.9	1.8	-7	2	-1.9	-1	-11
Cc1ccnc(NC(=O)CCC(=O)N(CC(=O)NC2CCCCC2)Cc2ccccc2)c1	4.4	1	-1	0.5	3.8	-2	-1	2.7	0	9
CSc1ccc(S(=O)(=O)NCCCOC(C)C)cc1	3.1	1	/	-2.2	/	-11	-1	1.0	-10	-14
COc1ccc(C(C)(C)C)cc1NC(=O)c1cncc(Br)c1	-0.2	-10	11	-0.5	3.6	/	-10	0.7	8	-2
Cc1ccc(OCc2ccc(C(=O)N3CCOCC3)cc2)cc1C	1.3	2	/	-3.0	1.7	0	1	-0.5	6	-5
COc1ccccc1NC(=O)c1ccc[n+]([O-])c1	-0.8	0	-3	-0.5	1.1	6	-2	-0.1	-8	-1
COc1ccc(OC)c(C(=O)COC(=O)COc2ccccc2)c1	0.2	5	-4	0.5	0.2	13	-9	3.3	-3	-8
CCC(C)(C)C(=O)O	1.7	1	0	-0.2	1.4	-5	-2	2.3	-12	1
COc1cc2c(cc1OC)C(C(N)=O)NCC2 (stereo unspecified)	/	-1	-3	-1.0	4.2	-4	3	/	3	-6
c1ccc(-c2cn(-c3ccccc3)c3[n+]2CCCS3)cc1	5.2	15	-2	-0.2	5.7	7	-1	1.1	0	-10
N#CCC1c2ccccc2CCN1C(=O)Nc1ccc(C(F)(F)F)cc1 (stereo unspecified)	3.4	21	/	-2.6	1.3	-9	-2	2.2	-2	1
Cc1ccc(C)c(SCC(=O)NNC(=O)c2csc(N3CCOCC3)n2)c1	0.2	-6	-1	-1.8	-0.4	7	2	0.1	-5	-9
Brc1ccc(-c2nnc(-c3ccc4c(c3)OCO4)o2)o1	0.6	4	/	-1.2	1.6	-1	-11	0.7	-9	5
C=CCn1c(NC(=O)c2ccc(C)cc2)c(C#N)sc1=N	-1.7	-9	/	0.6	0.8	6	4	-3.0	1	-13
CCc1cccc(CC)c1NC(=O)Cn1c(-c2ccc(F)cc2)noc1=O	8.2	-5	-1	-2.7	-1.1	11	1	0.8	-2	-9
O=C(c1ccccc1Cl)N1CCC(n2cccc2)CC1	1.1	-8	1	-0.4	5.0	12	1	2.9	1	-16
CC(C)c1ccccc1NC(=S)N1CCN(S(=O)(=O)c2cccs2)CC1	2.9	5	-1	-1.2	1.6	/	-2	0.3	-10	-12
CC(=O)c1ccc(S(=O)(=O)NC2CC2)cc1	4.6	2	-2	-0.5	-2.9	-4	1	1.8	-4	-12
Cc1ccccc1Oc1ccccc1N	3.3	2	0	-1.5	3.6	16	0	0.5	1	2
O=C1C=C(c2ccc3c(c2)oc2ccccc23)C[C@@H](c2ccc(Cl)cc2)C1	-0.3	-3	-3	0.7	2.4	1	1	-0.9	-7	-7
c1ccc(CCc2cn(C[C@H]3CC[C@@H]([C@@H]4CC[C@H](Cn5cc(CCc6ccccc6)nn5)O4)O3)nn2)cc1	2.3	0	-4	-1.4	3.4	-20	-1	-1.2	6	1
CCN=C(Nc1cccc(F)c1)SC1CC(=O)N(c2ccc(OC)cc2)C1=O (stereo unspecified)	-0.9	/	-2	-3.0	-0.5	-18	0	-2.7	-2	-8
CC(C)NC(=O)NS(=O)(=O)c1cnccc1N1CCCCC1	2.9	-7	0	-0.7	2.3	17	-1	0.0	-1	-8
COc1ccc(/C=C/c2nnc(NC(=O)C(C)C)s2)cc1	0.4	7	0	-1.0	2.5	-2	1	0.0	-2	28
O=C(O)c1cc(S(=O)(=O)Nc2cc(Cl)ccc2Oc2ccccc2)ccc1O	-0.9	-7	1	-1.1	0.9	37	39*	-4.2	6	-6
N#Cc1ccc(NC(=O)CCc2nc3ccccc3s2)cc1	6.0	-1	-1	0.1	4.8	12	0	3.7	-11	-7
COc1cc(CNCc2ccc(SC)cc2)cc(OC)c1	-1.5	-11	-1	-1.9	5.5	-23	-1	-2.7	-2	10
O=C1[C@@H]2CSCN2C(=O)CN1Cc1cccc(C(F)(F)F)c1	-1.1	/	0	0.3	1.7	9	-3	0.4	10	-18
CC1CCN(CCNC(=O)C2CCCN(S(=O)(=O)c3cccc4nsnc34)C2)CC1 (stereo unspecified)	0.7	-4	-1	-1.6	1.4	-12	0	-0.4	-1	6
Cc1ccc(-n2nnnc2SCC(=O)Nc2cccc(NC(=O)c3ccco3)c2)cc1C	-0.5	11	-6	-3.4	2.2	20	-6	-0.7	-1	-2
COC(=O)C1CCCCN1C(=O)c1ccc2oc(C(C)C)nc2c1 (stereo unspecified)	1.9	15	6	0.4	-1.7	-5	-2	2.4	-6	9
Cc1c(C)c2ccc(OS(C)(=O)=O)cc2oc1=O	1.6	0	-3	-3.6	-0.3	0	-3	1.3	-5	9
Cc1cccc(OC(=O)c2cccnc2)c1	0.0	-8	/	0.9	/	8	-2	0.4	-2	-11
CS(=O)(=O)c1ccc(Cl)c(NC(=O)COC(=O)CCCN2C(=O)c3cccc4cccc(c34)C2=O)c1	0.7	-2	-4	0.7	3.3	-42	1	0.1	1	-9
c1ccc(Sc2ncnc3ccccc23)cc1	-1.9	0	0	-1.7	0.4	-7	/	-3.8	-12	-12
Cc1ccccc1N1CCN(C2CCCN(C(=O)c3cc(C(C)C)[nH]n3)C2)CC1 (stereo unspecified)	-0.9	-3	-1	-1.0	-2.5	-1	2	-2.1	-4	-6
Cc1c(N2C(=O)CSC23C(=O)Nc2ccccc23)c(=O)n(-c2ccccc2)n1C (stereo unspecified)	-1.3	-7	1	0.6	1.8	12	3	-2.5	-3	-11
O=C(CCNS(=O)(=O)c1ccc(Br)cc1)NCc1cccs1	3.0	16	-1	-1.3	3.0	13	-4	-1.1	-3	-11
O=S1(=O)C=CC(Sc2nc3ccccc3[nH]2)C1 (stereo unspecified)	1.1	3	/	-4.7	2.0	-19	2	0.4	5	-11
CN(C)CCCNc1oc(-c2ccc(Cl)cc2)nc1C#N	3.8	-7	/	-1.1	3.0	12	1	-0.8	0	-8
O=C(Nc1ccc(F)c(F)c1)c1oc2ccccc2c1NC(=O)C1CCCO1 (stereo unspecified)	0.1	-5	5	-4.8	-2.7	/	0	0.7	0	-4
Cc1[nH]c(=O)[nH]c(=O)c1S(=O)(=O)NCCOC12CC3CC(CC(C3)C1)C2	-0.5	/	-4	-2.3	0.2	/	1	-0.6	0	-13
CC1Cc2ccccc2N1C(=O)c1ccc2c(c1)OCO2 (stereo unspecified)	0.7	-2	0	-1.2	-2.0	4	0	0.8	2	-26
CC1(c2ccc(Cl)cc2Cl)NC(=O)N(CC(=O)Nc2ccc3[nH]c(=O)[nH]c3c2)C1=O (stereo unspecified)	-2.6	-7	-12	-1.4	-0.1	/	1	-3.5	-10	-11
CN1CCN(C(=O)c2ccc(N(Cc3ccc(Cl)cc3)S(C)(=O)=O)cc2)CC1	-1.9	-3	/	-0.8	1.2	26	3	-5.1	-2	-7
NC(=O)CSc1nnc(NC(=O)c2ccc(Br)o2)s1	3.5	-4	3	-2.1	0.0	-2	3	0.2	-2	-17
Cc1cnn(-c2ccc3nnc(-c4ccc(Br)cc4)n3n2)c1	3.4	3	/	-1.2	1.1	-75	-5	-3.5	9	4
CCn1c(/C=C/c2ccccc2F)nc2ccccc2c1=O	/	8	1	-0.9	1.9	-3	-7	/	1	1
Cc1ccc(C(=O)Nc2ccncc2)cc1[N+](=O)[O-]	3.5	-10	0	-0.3	2.3	-10	0	0.1	-1	-4
COc1ccc(CCNC(=O)C(=O)NCc2ccc(C)cc2)cc1OC	-1.3	4	1	/	/	/	-1	-1.7	4	4
NC(=O)c1nsc(C(=O)N(Cc2ccco2)C(C(=O)NCc2ccc(F)cc2)c2ccc(O)cc2)c1N (stereo unspecified)	0.4	-6	0	-2.1	0.8	-19	1	0.5	8	-18
COc1ccc(CNc2nc(NCc3ccc(OC)cc3)n(C(=O)c3ccncc3)n2)cc1	2.2	16	-1	-0.9	-0.8	8	-1	-0.2	4	7
Cc1ccc(NC(=O)[C@@H]2CCC(=O)N2C2OC(=O)c3ccccc32)cc1Cl (stereo partly specified)	2.2	-2	-1	0.8	5.4	42	2	2.3	2	2
CCC(=O)c1ccc(OCCn2cnc3ccccc32)cc1	1.9	-3	-1	0.1	3.8	/	0	1.5	-8	-17
